# Source: PubChem (several laboratories)
# MsrA act = bovine methionine sulfoxide reductase A activation; purified bovine MsrA, absorbance read-out; activation, % at 10.6 µM; 360,000 compounds, 0.3% hits; AID 602163; in the data active means activation above about 7.5%;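 further: 0% = vehicle and 100% = reference activator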
# MsrA inh = inhibitors of bovine MsrA; purified bovine MsrA, absorbance read-out; inhibition, % at 15.5 µM; 360,000 compounds, 0.75% hits; AID 651718; in the data active means inhibition above about 4.5%;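 further: 0% = vehicle wells with enzyme and 100% = reference inhibitor wells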
# Tb MetRS inh = Trypanosoma brucei MetRS inhibition; inhibition, % at 11.9 µM; 360,000 compounds, 0.4% hits; purified T. brucei MetRS, ATP depletion, Kinase-Glo luminescence;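 active means inhibition above a per-plate cutoff of the control wells' mean inhibition plus 3 SD, cut at about 5.5% in these data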;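 further: 0% = DMSO wells median and 100% = median of wells with control inhibitor compound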
#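 Dosing: 11.9 µM single point; system: parasite MetRS enzyme; technique: luminescence of leftover ATP; times: 15 min enzyme-compound preincubation, 2 h reaction, 10 min detection, 25 °C; replicates: each compound tested once; read-out basis: percent inhibition relative to median high and low control wells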
# E coli Lon inh = inhibits E. coli Lon protease; inhibition, % at 7.94 µM; 360,000 compounds, 0.42% hits; P0A9M0; purified E. coli Lon protease, fluorescence polarization; in the data active means inhibition above about 13%, passing the limit was not always enough;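 further: 0% = enzyme with probe and DMSO and 100% = no enzyme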
# PABP1 MLLE inh = inhibitors of microRNA-mediated deadenylation, human PABP1 MLLE binding. P11940. GST-MLLE / FITC-PAM2 fluorescence polarization. inhibition, % at 20 µM. 360,000 compounds, 0.36% hits; in the data active means inhibition above about 35%, passing the limit was not always enough;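 further: plate controls were DMSO wells with GST-MLLE for no effect and wells lacking GST-MLLE protein for full effect; some results filed as inactive read as strong as hits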
# MT1-MMP act inh = blocks activation of human MT1-MMP | P50281 | HT1080 RFP-PRO-GFP cells, GFP/RFP ratio fluorescence, overnight; percent of plate control window, DMSO zero | GFP/RFP ratio change, % at 20 µM | 360,000 compounds, 0.061% hits | AID 651647;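 active means GFP/RFP ratio change of at least 30% with cell ATP level not reduced by more than half and red fluorescence within 50% of control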; further: strong numbers were not always called active
#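 system = RFP-PRO-GFP reporter HT1080 cells | dosing = 20 µM single dose, 1% DMSO | timing = overnight cell settling, then overnight compound exposure, 37 °C, 5% CO2 | read-out basis = GFP/RFP fluorescence ratio | controls = DMSO and RFP-L50D-GFP cell wells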
# CendR NRP1 mod = modulators of CendR peptide binding to human neuropilin-1; O14786; FAM-RPARPAR peptide binding to NRP-1, fluorescence polarization; inhibition, % at 25 µM; 360,000 compounds, 0.85% hits; AID 602438;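 active means inhibition or corrected inhibition above about 18%, plus a signal ratio from 0.5 to 1.5, limit read from the data, passing the limit was not always enough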; further: strong numbers were not always called active
# FAS-TE inh = blocks the thioesterase domain of human fatty acid synthase | P49327 | recombinant FAS-TE, OMFH fluorogenic substrate, fluorescence endpoint | inhibition, % at 15 µM | 360,000 compounds, 0.67% hits | AID 602261;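 active means compounds whose normalised, plate-corrected inhibition of enzyme fluorescence in the single-dose primary screen is 50% or more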;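 further: 0% = DMSO with enzyme and 100% = substrate without enzyme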
# Target sequence (P49327 whole entry, looked up, the tested form may be a part): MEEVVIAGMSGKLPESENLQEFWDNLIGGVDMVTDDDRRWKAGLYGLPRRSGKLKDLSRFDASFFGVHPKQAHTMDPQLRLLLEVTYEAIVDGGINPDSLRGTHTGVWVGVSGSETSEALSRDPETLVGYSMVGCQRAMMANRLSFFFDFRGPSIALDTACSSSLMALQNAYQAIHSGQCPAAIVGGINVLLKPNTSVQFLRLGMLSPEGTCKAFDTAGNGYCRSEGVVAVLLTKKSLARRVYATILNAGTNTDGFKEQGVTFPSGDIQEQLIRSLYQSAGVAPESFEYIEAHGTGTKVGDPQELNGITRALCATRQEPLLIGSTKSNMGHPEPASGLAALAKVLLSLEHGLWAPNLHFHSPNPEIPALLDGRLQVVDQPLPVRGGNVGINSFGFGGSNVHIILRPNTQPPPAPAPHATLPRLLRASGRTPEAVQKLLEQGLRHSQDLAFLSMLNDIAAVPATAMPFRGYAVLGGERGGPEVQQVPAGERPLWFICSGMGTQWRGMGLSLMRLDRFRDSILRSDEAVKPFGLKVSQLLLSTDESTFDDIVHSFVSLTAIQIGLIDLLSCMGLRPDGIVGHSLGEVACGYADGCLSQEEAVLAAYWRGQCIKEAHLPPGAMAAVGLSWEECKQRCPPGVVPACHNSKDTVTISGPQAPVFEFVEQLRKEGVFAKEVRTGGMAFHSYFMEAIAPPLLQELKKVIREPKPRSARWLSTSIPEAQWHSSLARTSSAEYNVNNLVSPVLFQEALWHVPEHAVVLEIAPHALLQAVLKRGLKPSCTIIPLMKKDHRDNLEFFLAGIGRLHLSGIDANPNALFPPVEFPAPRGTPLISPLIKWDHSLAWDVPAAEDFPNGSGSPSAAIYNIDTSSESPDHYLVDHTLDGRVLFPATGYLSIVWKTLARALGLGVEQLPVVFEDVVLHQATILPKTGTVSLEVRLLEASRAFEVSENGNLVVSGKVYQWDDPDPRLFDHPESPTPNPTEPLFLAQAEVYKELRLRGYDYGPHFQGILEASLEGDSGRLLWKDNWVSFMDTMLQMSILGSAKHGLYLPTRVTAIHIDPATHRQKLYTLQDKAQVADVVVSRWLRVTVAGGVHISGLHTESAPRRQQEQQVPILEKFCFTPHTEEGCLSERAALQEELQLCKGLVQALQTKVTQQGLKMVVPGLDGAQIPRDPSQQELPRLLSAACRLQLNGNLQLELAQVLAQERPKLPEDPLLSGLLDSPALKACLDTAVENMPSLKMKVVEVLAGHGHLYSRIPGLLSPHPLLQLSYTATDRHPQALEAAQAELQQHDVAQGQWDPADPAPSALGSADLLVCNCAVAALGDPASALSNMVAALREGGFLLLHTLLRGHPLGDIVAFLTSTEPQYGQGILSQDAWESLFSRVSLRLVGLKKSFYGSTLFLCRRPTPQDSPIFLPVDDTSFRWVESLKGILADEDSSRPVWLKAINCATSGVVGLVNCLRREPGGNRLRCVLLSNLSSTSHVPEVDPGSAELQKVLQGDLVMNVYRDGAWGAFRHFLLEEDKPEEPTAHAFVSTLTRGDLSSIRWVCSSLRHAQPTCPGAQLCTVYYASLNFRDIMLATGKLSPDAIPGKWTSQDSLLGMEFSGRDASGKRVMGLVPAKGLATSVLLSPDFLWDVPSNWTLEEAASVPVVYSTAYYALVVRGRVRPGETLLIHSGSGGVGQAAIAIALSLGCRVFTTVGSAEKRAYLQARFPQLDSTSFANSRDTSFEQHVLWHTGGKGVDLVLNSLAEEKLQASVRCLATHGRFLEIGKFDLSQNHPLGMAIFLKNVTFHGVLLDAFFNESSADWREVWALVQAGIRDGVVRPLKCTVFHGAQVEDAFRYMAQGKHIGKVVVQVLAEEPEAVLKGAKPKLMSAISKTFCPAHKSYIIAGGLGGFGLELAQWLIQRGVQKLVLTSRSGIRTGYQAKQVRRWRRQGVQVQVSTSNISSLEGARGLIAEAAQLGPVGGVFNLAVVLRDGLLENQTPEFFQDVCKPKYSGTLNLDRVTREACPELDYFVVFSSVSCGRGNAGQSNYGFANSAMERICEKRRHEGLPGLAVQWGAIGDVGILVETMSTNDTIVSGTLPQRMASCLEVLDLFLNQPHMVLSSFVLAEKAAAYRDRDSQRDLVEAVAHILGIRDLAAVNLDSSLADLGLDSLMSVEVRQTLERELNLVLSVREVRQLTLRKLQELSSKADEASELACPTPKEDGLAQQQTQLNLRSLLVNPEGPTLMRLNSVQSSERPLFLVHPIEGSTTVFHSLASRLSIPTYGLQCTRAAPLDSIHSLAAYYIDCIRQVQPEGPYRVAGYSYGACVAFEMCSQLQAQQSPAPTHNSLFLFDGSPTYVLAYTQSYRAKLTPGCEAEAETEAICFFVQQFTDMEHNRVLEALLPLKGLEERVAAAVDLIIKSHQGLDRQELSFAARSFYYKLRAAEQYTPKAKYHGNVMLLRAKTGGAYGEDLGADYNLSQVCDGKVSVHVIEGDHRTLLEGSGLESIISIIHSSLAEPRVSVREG
# SKN-1 inh = inhibitors of C. elegans SKN-1. C. elegans VP596 Pgst-4::GFP/RFP ratio, acrylamide-induced, 24 h. 360,000 compounds, 0.49% hits. inhibition, % at 21.8 µM;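 active means interference check ratio from 0.5 to 1.5 plus GFP to RFP signal ratio inhibition reaching or exceeding a fixed threshold, cut at about 30% in these data, passing the limit was not always enough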; further: some compounds called inactive have numbers as strong as hits
# Active calls of the source: *; nt = no result given.
canonical_smiles	MsrA act	MsrA inh	Tb MetRS inh	E coli Lon inh	PABP1 MLLE inh	MT1-MMP act inh	CendR NRP1 mod	FAS-TE inh	SKN-1 inh
O=C(Nc1ccc2c(c1)OCO2)c1ccc2c(c1)S(=O)(=O)c1ccccc1C2=O	-4	-0.2	-0.4	-2	-2	-1	7	-4	-12
CC1CCCCC1NC(=O)c1cccc(NC2=NC3CS(=O)(=O)CC3S2)c1 (stereo not drawn)	-1	0.3	-0.4	-4	-93	2	8	0	8
COc1ccc(C(CCN(Cc2ccc(OC)c(OC)c2)C(C)=O)C(C)C)cc1 (stereo not drawn)	1	-0.4	-0.3	2	9	-5	3	10	-6
CCSc1nnc(CCNC(=O)OC(C)(C)C)o1	-5	-0.4	0.3	-4	-7	0	10	-4	0
CC1(c2nnc(-c3cccc(Cl)c3)o2)CC(c2cccc(Cl)c2)=NO1 (stereo not drawn)	-4	0.3	-0.4	10	-23	3	17	2	-10
Cc1csc2c(=O)sc(NC(=O)c3ccc(F)cc3Cl)nc12	-7	1.2	-0.6	11	6	1	-9	84*	-9
Cc1ccc(Cl)c(OCC(=O)Nc2cc(S(=O)(=O)N3CCOCC3)ccc2N2CCCC2)c1	-1	0.9	0.6	-3	-6	-1	14	20	-2
Cc1cc(C)cc(N(CCC#N)C(=O)COC(=O)C2CCN(S(=O)(=O)c3ccc(C)c(C)c3)CC2)c1	-2	0.5	0.6	-8	-15	-1	-11	26	25
O=C(C[n+]1cccc(O)c1)Nc1ccc(Br)cc1	-2	-0.3	0.1	-1	1	-2	9	-7	-20
O=C(NNS(=O)(=O)c1ccccc1)Nc1ccc(F)cc1	-2	0.1	0.4	0	-13	1	4	-4	10
CC(C)(C)NC(=O)C1CCN(S(=O)(=O)c2cccc(C(F)(F)F)c2)CC1	-1	0.7	-0.1	-16	-18	1	-4	-2	4
Cc1nnsc1-c1nc2ccccc2[nH]1	-7	0.4	-0.1	4	-9	5	-1	-3	-10
COC(=O)[C@@H](Cc1ccc(O)cc1)NC(=O)[C@H]1CCC(=O)N1C(=O)OCc1ccccc1	-8	1.1	-2.6	2	2	5	-5	-7	-9
COc1ccc(NC(=O)c2cc(-c3ccccc3Cl)on2)cc1OC	-1	0.8	-1.2	-6	-7	2	11	2	-8
Cc1cc(NC(=O)CCCn2nc([N+](=O)[O-])cc2C)no1	-2	-1.1	-0.2	3	11	-6	-11	-2	4
Clc1cccc(Sc2ccc(-c3ccccn3)s2)c1	-2	0.4	-0.3	1	1	-3	-6	29	23
Cc1ccc(C(=O)NC(=S)Nc2cccnc2Cl)cc1	-1	0.2	-0.3	5	23	2	12	9	7
O=C(O)c1cccc(NS(=O)(=O)c2ccc3c(c2)C(=O)c2ccccc2C3=O)c1	-2	33*	0.1	5	4	4	1	-9	9
COc1ccccc1-c1cc(C(=O)N2CCCCC2)no1	-6	-0.1	-1.6	-10	1	5	-2	-3	-10
CC(=O)Nc1ccc(NC(=O)c2ccc(S(=O)(=O)N(C)c3ccccc3)cc2)cc1	-3	-0.5	-0.1	-6	-10	1	0	-2	21
COC(CNC(=O)c1cn(C)c2ccc(S(=O)(=O)N(C)C3CCCCC3)cc2c1=O)OC	-6	0.5	-0.7	7	7	-8	11	42	0
CC(C)(C)OC(=O)NCCCC[C@H](NC(=O)c1[nH]cnc1C(=O)Nc1ccc(Cl)cc1)C(=O)OC(C)(C)C	1	nt	-0.3	-15	-3	-14	-2	76*	-14
c1ccc(COc2ccc(CN3CCN(c4ccccn4)CC3)cc2)cc1	-2	-1.2	-0.5	-2	4	-1	10	10	-10
Cc1oc(-c2ccccc2)nc1C(=O)OCC(=O)NC(C)c1ccccc1 (stereo not drawn)	-4	0.1	0.3	-9	1	-4	2	-2	5
CCc1ccc(Nc2n[n+](-c3ccccc3)c(-c3ccc(OCc4ccccc4)cc3)s2)cc1	-2	-0.3	0.0	-7	-12	6	5	-14	13
COc1ccc(CCN(C)C(=O)COC(=O)/C=C/c2ccc(C)o2)cc1OC	-5	3.4	-0.3	-10	16	-2	-16	-10	1
O=CN(CCN(C=O)CN1CCCCC1)CN1CCCCC1	-5	-0.5	-0.9	-2	8	2	-12	-2	-2
Cc1ccc(-n2ncc3c(=O)[nH]c(SCC(=O)N4CCOCC4)nc32)cc1	-3	-0.2	0.1	0	-8	6	2	-9	8
CC(=O)Nc1ccc(-c2nnn(CC(=O)c3ccccc3)n2)cc1Cl	-4	-0.2	-0.2	-6	8	-3	-8	0	-15
COc1cc(CN2CCCC(N3CCN(c4ccccc4C)CC3)C2)ccc1O (stereo not drawn)	-1	0.4	0.1	-21	1	-2	6	-3	4

# One compound at a time, as listed above. Values in the order: MsrA act | MsrA inh | Tb MetRS inh | E coli Lon inh | PABP1 MLLE inh | MT1-MMP act inh | CendR NRP1 mod | FAS-TE inh | SKN-1 inh
# Entry for c1ccc(COc2ccc(CN3CCN(c4ccccn4)CC3)cc2)cc1 → -2 | -1.2 | -0.5 | -2 | 4 | -1 | 10 | 10 | -10
# Entry for COC(=O)[C@@H](Cc1ccc(O)cc1)NC(=O)[C@H]1CCC(=O)N1C(=O)OCc1ccccc1 → -8 | 1.1 | -2.6 | 2 | 2 | 5 | -5 | -7 | -9

# (continued)
canonical_smiles	MsrA act	MsrA inh	Tb MetRS inh	E coli Lon inh	PABP1 MLLE inh	MT1-MMP act inh	CendR NRP1 mod	FAS-TE inh	SKN-1 inh
COc1ccc(CNC(=O)C2CC(=O)N(C3CCCCC3)C2)cc1 (stereo not drawn)	-2	-0.1	0.3	-4	6	0	8	-5	-18
COc1cc(CCC(=O)OCC(=O)Nc2c(F)cccc2F)cc(OC)c1OC	-1	0.5	1.7	-2	4	1	-2	-7	-1
COC(=O)C1=C(N)OC2=C(C(=O)CC(C)(C)C2)C1c1ccccc1OCC#N (stereo not drawn)	-2	0.1	-0.3	-2	2	1	-5	-10	-2
CCCCN(C1CCS(=O)(=O)C1)S(=O)(=O)c1cc(C)ccc1C (stereo not drawn)	-6	-0.2	-0.5	9	-6	-3	8	0	0
CCOc1ccccc1NC(=O)N1C2CCCC1CC(NC(=O)C1CC1)C2 (stereo not drawn)	-3	-0.2	-0.3	-4	-4	4	-2	-4	25
C#Cc1ccc([C@@H]2C=C(C(=O)N3CCOCC3)O[C@H](OCc3ccc(CO)cc3)C2)cc1	-3	0.2	0.2	-3	20	-3	6	-11	15
CC(=O)c1ccc(-c2c(CCO)sc3ccccc23)cc1	-1	-0.9	-0.3	-3	nt	-2	7	0	18
Cc1ccc(CNC(=O)Nc2ccccc2)cc1	-1	-1.0	0.2	-10	6	5	6	-5	15
Cc1cc(C(C)(C)C)cc(C)c1C(=O)O	1	0.8	0.3	-3	8	1	5	-4	-6
COc1ccc(NC(=O)Cn2nc(C(=O)O)c3ccccc3c2=O)cc1Cl	-2	1.3	-0.1	3	3	0	5	0	8
Cc1ccc(C2(c3ccc(C)cc3)CC2C(=O)NC(C)C)cc1 (stereo not drawn)	2	-0.1	-1.0	-12	7	-4	-2	4	20
CCOc1ccc(S(=O)(=O)n2nc(C)cc2C)cc1	-4	0.6	-1.8	-2	-4	0	-6	-2	11
CCNC(=O)CN(C1CCCCC1)S(C)(=O)=O	-12	0.5	-1.8	-18	-5	4	2	-14	-11
CC1(C)OC(=O)C2=C(C[C@@H](C3CC3)O[C@H]2c2ccc(Cl)cc2)O1	-4	-0.2	-0.5	2	nt	1	-3	2	-3
CSc1ncccc1C(=O)OCc1ccc(Br)cc1	-2	-0.6	-0.4	-9	-3	1	5	32	5
COC(=O)C1CN(S(=O)(=O)c2ccc(C)cc2)CCN1S(=O)(=O)c1ccc(C)cc1 (stereo not drawn)	1	0.2	0.5	5	10	-2	8	28	0
CC1Cc2cc(S(=O)(=O)N3CCC(C(=O)N(C)Cc4ccco4)CC3)ccc2N1C(=O)C1CCC1 (stereo not drawn)	-8	-0.1	-0.6	2	-1	-3	1	17	-8
Cc1[nH]cnc1C(=O)N/N=C/c1c(Cl)cccc1Cl	-8	0.6	-3.0	5	2	2	8	-2	1
COc1cccc(S(=O)(=O)N2CCN(Cc3ccc4c(c3)OCO4)CC2)c1	-3	0.3	-0.4	-5	7	3	3	14	2
CC[N+](C)(CC)CC(=O)OCC1C(C)C=C(C)CC1C (stereo not drawn)	-1	-0.3	-0.2	2	-147	-4	0	-6	5
CN(CC(=O)Nc1ccc(F)c(F)c1F)C(=O)C1CSC2(C)CCC(=O)N12 (stereo not drawn)	-3	-0.6	0.3	-2	5	-1	12	-5	13
O=C(O)CSc1nnc(Cn2cnc3ccccc32)n1CCc1ccccc1	8.8*	-1.2	-0.9	-6	-43	-1	-3	-2	-11
CCN(CC(=O)Nc1ccccc1C(F)(F)F)C(=O)CN1C(=O)NC(C)(c2ccc3ccccc3c2)C1=O (stereo not drawn)	-1	-0.5	0.0	-3	11	5	18	-4	-4
COCC1CCN(C(=O)c2cc(COc3ccc(-n4cncn4)cc3)on2)C1 (stereo not drawn)	-5	0.7	0.0	-5	10	3	16	-5	2
Cc1nccn1-c1ccc(C(F)(F)F)cc1[N+](=O)[O-]	-3	0.2	1.0	5	4	1	-14	-39	10
Cc1ccc(-c2nn(C)c(=O)c3ccccc23)cc1CNS(C)(=O)=O	-6	-0.6	-1.1	-7	-9	6	4	-6	4
O=C(Cc1n[nH]c(=O)c2ccccc12)OCC(=O)N(Cc1ccccc1)Cc1ccccc1	-2	0.1	-0.2	4	-13	0	-2	8	0
N#CCCCC1(CCCC#N)OCCO1	-2	-0.4	-0.4	-17	-1	1	0	-7	-2
CC(C)(C)NS(=O)(=O)c1ccc(CCC(=O)NCc2ccc3c(c2)OCO3)cc1	-1	1.6	-0.3	5	-7	1	16	-5	16
COc1nc(NCCC2=CCCCC2)nc(OC)n1	-3	0.5	-0.2	-9	2	-2	-6	-2	0
Cc1ccc2oc(=O)c(/C=C(\O)c3cccs3)nc2c1	-3	-0.3	-0.3	-1	-2	-2	130	-18	14
CCC(NS(=O)(=O)c1ccc(C)cc1)C(=O)O (stereo not drawn)	0	1.5	-0.2	4	10	5	-10	-9	10
COc1ccc(CCNC(=O)Cc2cc3c(cc2[N+](=O)[O-])OCO3)cc1OC	-1	1.5	0.2	-5	2	2	2	-4	14
CC(=O)C1C(c2ccncc2)NC(=O)NC1(O)C(F)(F)F (stereo not drawn)	-3	nt	-0.9	14	-10	-2	-13	-4	6
CCCn1c(=O)[nH]c(=O)c2c1nc(-c1ccc(OC)c(Br)c1)n2CCOC	-2	-1.3	-0.2	8	-2	5	5	-1	-5
COC(=O)C(NC(=O)c1ccccc1)c1ccccc1 (stereo not drawn)	-2	-0.2	0.3	-6	12	-6	-2	-8	-2
NC(=O)c1cc(-c2ccncc2)nc2ccc(Cl)cc12	-5	1.5	-0.8	2	2	-1	-7	-6	1
Cc1ccc(CSCC(=O)Nc2c(C)n(C)n(-c3ccccc3)c2=O)cc1	-7	-0.3	-0.6	2	7	0	10	-15	-10
CC1CCCCC12NC(=O)N(CC(=O)Nc1ccc(OC(F)F)cc1)C2=O (stereo not drawn)	-2	-0.6	0.2	3	-3	2	-3	-2	22
